# RXFP1 antagonist: antagonists of human relaxin receptor RXFP1. HEK293-RXFP1, relaxin-stimulated cAMP HTRF, 30 min; active compounds read low. activity change, negative = inhibition, % at 57.5 µM. AID 1259400. 350,000 tested, 0.59% active. Q9HBX9;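 active means activity change of -60% or lower, but not beyond a set lower limit; inconclusive means change between -60% and -40%, or beyond the set limit; inactive means change above -40%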; further: on the % scale 0 is the no-effect control and ±100 the full control effect
# BLM helicase inh: inhibitors of human Bloom syndrome helicase BLM. recombinant BLM DNA unwinding, fluorescence dequenching. Potency, µM (doses to about 56.1 µM), without a hit: at the highest dose activity change, negative = inhibition, most hits filed as inhibitors. 350,000 tested, 0.2% active. AID 2528;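 further: potency means the concentration at half of the fitted maximal effect; plate controls were vehicle for no effect and no enzyme for full effect; nearly all actives have a fitted effect of over 35% in size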
# Pol eta inh: blocks human DNA polymerase eta activity; 390,000 tested, 1.2% active; recombinant Pol eta, fluorescent DNA replication assay; Q9Y253; Potency, µM (top dose mostly 114 µM), for inactives: at the top dose activity change, negative = inhibition, most hits filed as inhibitors; further: potency means the concentration at half of the fitted maximal effect; on the % scale 0 is the no-effect control and ±100 the full control effect
#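 Fluorescent replication assay: 50 nM final substrate added after a 15 min room-temperature compound preincubation with 10 nM enzyme. Signal taken at 0 min and again at 10 min.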
# POLI inh: inhibitors of human DNA polymerase iota. Pol iota fluorescent replication assay, 10 min. Potency, µM (doses to about 115 µM), for inactives: at the top dose activity, negative = inhibition, usual class: inhibitors. 390,000 tested, 1% active. AID 588590; further: potency means the concentration at half of the fitted maximal effect
# Target sequence (Q9UNA4 whole entry, looked up): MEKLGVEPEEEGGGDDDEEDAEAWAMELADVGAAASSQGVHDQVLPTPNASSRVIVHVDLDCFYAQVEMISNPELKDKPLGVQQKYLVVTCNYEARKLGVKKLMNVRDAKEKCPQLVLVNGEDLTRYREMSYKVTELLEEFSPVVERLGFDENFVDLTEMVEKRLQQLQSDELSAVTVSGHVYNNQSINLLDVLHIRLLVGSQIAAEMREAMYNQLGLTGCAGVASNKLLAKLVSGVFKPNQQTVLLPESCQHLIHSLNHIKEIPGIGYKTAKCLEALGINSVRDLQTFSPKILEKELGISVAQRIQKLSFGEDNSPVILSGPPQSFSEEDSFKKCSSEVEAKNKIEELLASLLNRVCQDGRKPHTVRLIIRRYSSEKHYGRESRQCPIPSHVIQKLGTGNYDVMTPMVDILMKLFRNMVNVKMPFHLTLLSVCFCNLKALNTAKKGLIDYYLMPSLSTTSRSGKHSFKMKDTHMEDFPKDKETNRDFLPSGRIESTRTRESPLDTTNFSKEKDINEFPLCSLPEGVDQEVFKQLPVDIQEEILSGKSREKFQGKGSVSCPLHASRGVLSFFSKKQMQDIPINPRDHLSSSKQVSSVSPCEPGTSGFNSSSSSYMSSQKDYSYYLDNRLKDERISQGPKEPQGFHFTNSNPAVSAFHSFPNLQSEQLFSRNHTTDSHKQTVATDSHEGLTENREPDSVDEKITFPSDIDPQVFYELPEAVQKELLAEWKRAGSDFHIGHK
#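 Fluorescent replication assay read twice, at 0 min and 10 min after adding 50 nM (final) substrate. Enzyme (10 nM) and compounds were first incubated 15 min at room temperature; enzyme-free buffer wells were negative controls.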
# Pol kappa inh: inhibitors of human DNA polymerase kappa. Q9UBT6. purified Pol kappa, fluorescent DNA synthesis assay, 10 min. Potency, µM (top dose mostly 107 µM), inactives show at the highest dose activity, negative = inhibition, actives largely listed as inhibitors. 400,000 tested, 0.53% active; further: potency means the concentration at half of the fitted maximal effect; on the % scale 0 is the no-effect control and ±100 the full control effect
#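 Enzyme at 10 nM met test compounds for 15 min at room temperature. Substrate addition (50 nM final) began the reaction, which was monitored by fluorescence at 0 and 10 min.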
# Pol beta inh: inhibitors of human DNA polymerase beta; 340,000 tested, 1.3% active; Pol beta primer extension/strand displacement, fluorescence kinetic; Potency, µM (series often up to 114 µM), inactives show at the highest dose activity change, negative = inhibition, most hits filed as inhibitors; further: potency means the concentration at half of the fitted maximal effect; on the % scale 0 is the no-effect control and ±100 the full control effect
#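 Homogeneous kinetic assay of primer extension and strand displacement by 10 nM Pol beta, preincubated 15 min at room temperature with compound before 50 nM substrate (final) was added. Read at 0 and 10 min; four-parameter Hill fit.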
# Anesthetic bind: binds horse apoferritin like a general anesthetic; Potency, µM (doses to about 77.5 µM), inactives show at the highest dose activity change, negative = displacement, usual class: inhibitors; AID 485281; apoferritin/1-aminoanthracene competitive binding, fluorescence; 350,000 tested, 0.074% active; P02791; further: potency means the concentration at half of the fitted maximal effect; on the % scale 0 is the no-effect control and ±100 the full control effect; nearly all actives have a fitted effect of over 20% in size
#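 Horse-spleen apoferritin (10 uM) was mixed with 50% saturated 1-aminoanthracene in PBS, exposed to compounds for 10 min at room temperature, and read for fluorescence (ex 380 nm, em 535 nm). Competitive displacement was fitted with a four-parameter Hill equation.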
# APEX1 inh: APE1 (human) endonuclease inhibition; recombinant APE1, TAMRA/BHQ-2 abasic DNA cleavage fluorescence; Potency, µM (top dose mostly 65.8 µM), without a hit: at the highest dose activity change, negative = inhibition, actives largely listed as inhibitors; 350,000 tested, 0.35% active;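 further: potency means the concentration at half of the fitted maximal effect; plate controls were vehicle for no effect and reference inhibitor for full effect; nearly all actives have a fitted effect of over 55% in size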
# Target sequence (P27695 whole entry, looked up): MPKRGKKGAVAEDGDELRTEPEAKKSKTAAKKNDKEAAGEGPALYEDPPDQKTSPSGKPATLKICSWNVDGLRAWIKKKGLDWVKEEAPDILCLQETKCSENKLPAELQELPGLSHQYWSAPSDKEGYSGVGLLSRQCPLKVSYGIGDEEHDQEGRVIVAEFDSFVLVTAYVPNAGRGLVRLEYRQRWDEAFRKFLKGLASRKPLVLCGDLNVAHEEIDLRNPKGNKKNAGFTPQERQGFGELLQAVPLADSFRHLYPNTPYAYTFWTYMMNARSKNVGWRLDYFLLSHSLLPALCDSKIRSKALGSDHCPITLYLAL
#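 Enzyme (0.75 nM final) and test compound are incubated 15 min at room temperature before adding 50 nM quenched THF abasic-site duplex. Cleavage dequenches TAMRA, followed at 525/598 nm over three reads one minute apart.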
# PGK inhibitor: T. brucei PGK inhibition; P07378; PGK/GAPDH coupled, Kinase-Glo luminescence, 60 min; Potency, µM (highest dose often 57.5 µM), for the others: top-dose activity change, negative = inhibition, usual class: inhibitors; 380,000 tested, 0.043% active; AID 602233; further: potency means the concentration at half of the fitted maximal effect; on the % scale 0 is the no-effect control and ±100 the full control effect; nearly all actives have a fitted effect of over 60% in size
#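 Luminescent ATP detection (Kinase-Glo Plus) follows a 60-minute room-temperature incubation, with wells lacking PGK as controls. Buffer: 100 mM TEA (pH 7.6), 5 mM MgCl2, 0.01% Tween-20. Coupling enzyme GAPDH (100 nM final) supplies unstable 1,3-BPG in-well.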
# * marks the source's active call; other numbers are inactive results; i = inactive; ? = inconclusive; · = no result given; [ ] = another dose, or the depositor's remark. Unless noted, the call rests on the fitted dose curve; in most records, active means well fitted curve in the direction sought with a large enough effect; inconclusive means small, poorly fitted or top-dose-only effect, or another doubt; inactive means no such curve, though single readings can be large; an effect the other way counts as inactive or inconclusive. Not all compounds are listed (hit frequency here may not be typical).
(1) O=S(=O)(NCc1csc(-c2ccccc2)n1)c1ccc(Cl)s1
(2) N/C(=N/O)C(c1ccccc1)c1ccccc1
(3) Cc1cccc2nc3c(nc12)CCCC3
(4) COc1ccc(NC(=O)C(c2ccc(OC)cc2)N(C)C(=O)CNC(C)=O)cc1 (stereo not drawn)
(5) Cc1ccc(CNC(=O)CN(C(=O)C2(C)CC(=O)N=C3C=CC=CN32)c2ccccc2)cc1 (stereo not drawn)
(6) Cc1nc2nc(NC(=O)c3ccc(C(C)(C)C)cc3)[nH]n2c(=O)c1Cc1ccccc1
(7) CCCN(CC(=O)Nc1ccccc1C)C(=O)c1ccc2[nH]c3c(c2c1)CC(C)CC3 (stereo not drawn)
(8) Cc1nn(-c2ccc([N+](=O)[O-])cc2)c(N)c1-c1ccccc1
Compound	1	2	3	4	5	6	7	8
RXFP1 antagonist	8	21	-4	1	6	1	-16	-17
BLM helicase inh	-4%	2%	-1%	-2%	-2%	-21%	·	-6%
Pol eta inh	-21%	-12%	-8%	-8%	-10%	-1%	-30%	2%
POLI inh	-22%	1%	-5%	12%	138%[activator]	2%	4%	100%[activator]
Pol kappa inh	-22%	-1%	12%	-6%	-8%	-19%	-13%	-7%
Pol beta inh	6%	24%	17%	-18%	45%	-1%	·	11%
Anesthetic bind	-13%	-14%	-7%	-4%	-4%	3%	·	-17%
APEX1 inh	7%	-11%	20%	15%	34%	·	-19%	-5%
PGK inhibitor	-2%	-3%	-1%	6%	-1%	-6%	12%	0%

(9) O=C(NCc1ccccc1Cl)c1ccc(CS(=O)(=O)c2ccccc2)o1
(10) CCOC(=O)N1CCN(C(=O)CN(c2ccc(C)cc2)S(=O)(=O)c2c(C)noc2C)CC1
(11) COc1ccc(S(=O)(=O)NCCN2CCOCC2)cc1[N+](=O)[O-]
(12) CC(=O)Nc1ccc(S(=O)(=O)Nc2nc3ccccc3nc2-n2ccc(=NC(=O)c3ccccc3)cc2)cc1
(13) CC(=O)NS(=O)(=O)c1ccc(NS(=O)(=O)c2ccc(F)cc2)cc1
(14) Cc1cc(C)c2c(N)c3cccc(C)c3nc2n1
(15) Cc1nc2c(C(=O)NCCc3ccccc3)c[nH]n2c(=O)c1Cl
(16) COc1cccc(NC(=O)CSc2nnc(NC(=O)c3ccco3)s2)c1
Compound	9	10	11	12	13	14	15	16
RXFP1 antagonist	4	2	-9	-9	-1	-3	-17	-5
BLM helicase inh	1%	1%	-1%	-17%	2%	253%[activator]	-12%	0%
Pol eta inh	-8%	-6%	-1%	?	5%	-19%	-11%	0%
POLI inh	74%[activator]	3%	11%	69%[activator]	2%	?	23%	8%
Pol kappa inh	-2%	-1%	-13%	-15%	-22%	?	-5%	-9%
Pol beta inh	1%	-1%	13%	-11%	?	13µM*	34%	50%
Anesthetic bind	-10%	-8%	-8%	-8%	-5%	648%[activator]	-8%	-3%
APEX1 inh	3%	5%	9%	-3%	-14%	?	-7%	-2%
PGK inhibitor	-6%	-4%	i	-2%	2%	-2%	-5%	24%

# Profiles from above. Values in the order: RXFP1 antagonist	BLM helicase inh	Pol eta inh	POLI inh	Pol kappa inh	Pol beta inh	Anesthetic bind	APEX1 inh	PGK inhibitor
# Profile of CC(=O)NS(=O)(=O)c1ccc(NS(=O)(=O)c2ccc(F)cc2)cc1 = -1	2%	5%	2%	-22%	?	-5%	-14%	2%
# Profile of Cc1nc2c(C(=O)NCCc3ccccc3)c[nH]n2c(=O)c1Cl = -17	-12%	-11%	23%	-5%	34%	-8%	-7%	-5%

# Following part.
(17) Cc1nn(-c2ccccc2Cl)c(Cl)c1/C=N/Nc1cccc(C(=O)O)c1
(18) CC(c1ccccc1)n1c(-c2ccc(C(C)(C)C)cc2)n[nH]c1=S (stereo not drawn)
(19) ClCC1NCC(c2ccccc2Cl)c2c1[nH]c1ccccc21 (stereo not drawn)
(20) COc1ccc2[nH]c(C)c(CCNc3ccc(C(F)(F)F)cc3[N+](=O)[O-])c2c1
(21) O=C(NCc1ccco1)C1CCC(N2C(=O)c3ccccc3C2=O)CC1 (stereo not drawn)
(22) O=C(CSc1nnnn1-c1cccc(F)c1)Nc1nc2ccccc2s1
(23) O=C(Nc1ccc(F)cc1)N1CCC(c2nc3c(nnn3Cc3cccc(Cl)c3)c(=O)[nH]2)CC1
(24) COc1ccc(N2CCN(c3oc(-c4ccccc4OC)nc3C#N)CC2)cc1
Compound	17	18	19	20	21	22	23	24
RXFP1 antagonist	-12	-8	-8	-4	-2	-15	-6	8
BLM helicase inh	6%	-11%	1%	-8%	-2%	-6%	-6%	2%
Pol eta inh	-6%	-21%	-15%	-13%	-5%	?	-5%	-17%
POLI inh	-3%	38%[activator]	12%	32%[activator]	-10%	-14%	-31%	25%
Pol kappa inh	-18%	-7%	13%	-14%	-2%	9%	-15%	0%
Pol beta inh	-3%	-9%	-1%	-1%	-10%	?	20%	-4%
Anesthetic bind	8%	?	-10%	-7%	-6%	-4%	-10%	83%[activator]
APEX1 inh	16%	23%	-3%	3%	0%	16%	7%	-1%
PGK inhibitor	10%	i	-5%	-6%	-6%	-8%	-8%	-7%

# Pulled one by one from the list above (3):
(17) Cc1nn(-c2ccccc2Cl)c(Cl)c1/C=N/Nc1cccc(C(=O)O)c1
(23) O=C(Nc1ccc(F)cc1)N1CCC(c2nc3c(nnn3Cc3cccc(Cl)c3)c(=O)[nH]2)CC1
(18) CC(c1ccccc1)n1c(-c2ccc(C(C)(C)C)cc2)n[nH]c1=S (stereo not drawn)
Compound	17	23	18
RXFP1 antagonist	-12	-6	-8
BLM helicase inh	6%	-6%	-11%
Pol eta inh	-6%	-5%	-21%
POLI inh	-3%	-31%	38%[activator]
Pol kappa inh	-18%	-15%	-7%
Pol beta inh	-3%	20%	-9%
Anesthetic bind	8%	-10%	?
APEX1 inh	16%	7%	23%
PGK inhibitor	10%	-8%	i

# (further entries)
(25) C=CCn1c(-c2cccc(S(=O)(=O)N(CC)CC)c2)n[nH]c1=S
(26) O=C1CC(=O)N(c2ccccc2)N1c1ccccc1
(27) O=C(c1c(F)c(F)c(F)c(F)c1F)N1CCN(c2cccc(C(F)(F)F)c2)CC1
(28) CCOC(=O)C(=CNc1ncccc1C)C(=O)OCC
(29) O=C(NCc1ccccc1Cl)C1CCCN(S(=O)(=O)c2cccc3nonc23)C1 (stereo not drawn)
(30) Cc1cc(=O)[nH]c(SCC(=O)c2ccc(F)c(C)c2)n1
(31) CC(C)CN(C(=O)CSc1nc2ccccc2c(=O)[nH]1)c1c(N)n(CC(C)C)c(=O)[nH]c1=O
(32) O=C(C[C@H]1C/C=C\CC[C@@H](Cc2ccc(F)cc2)C(=O)OCCNC1=O)NCCO
Compound	25	26	27	28	29	30	31	32
RXFP1 antagonist	-25	2	-6	8	1	-5	-8	·
BLM helicase inh	-3%	-2%	0%	-6%	-3%	0%	·	·
Pol eta inh	-6%	-19%	-3%	0%	-12%	-13%	-20%	-7%
POLI inh	5%	6%	20%	-13%	50%[activator]	73%[activator]	18%	1%
Pol kappa inh	6%	-17%	-6%	-7%	-11%	-3%	0%	15%
Pol beta inh	18%	?	62%	2%	6%	59%	·	·
Anesthetic bind	-9%	-2%	6%	?	2%	-22%	·	·
APEX1 inh	-2%	0%	16%	-3%	-1%	2%	27%	11µM*
PGK inhibitor	-8%	10%	i	-2%	10%	-6%	i	-16%

(33) CCOc1ccc(-c2nc(SCC(=O)Nc3ccc4c(c3)OCO4)c(-c3ccc(F)cc3)[nH]2)cc1
(34) CCN(/C(N)=N/c1nc(C)cc(C)n1)c1ccccc1
(35) Cc1ccc(NC(=O)Nc2ccc(Cl)cn2)cc1
(36) CC(C)(C)c1ccc(C(=O)NCCNC(=O)c2ccco2)cc1
(37) c1ccc(OCc2noc(CN3CC[C@@H]4CCCC[C@H]4C3)n2)cc1
(38) CCC(N=c1cc(-c2ccc(OC)cc2)oc2ccc(C)cc12)C(=O)O (stereo not drawn)
(39) CCOc1ccccc1CN1CCNC(=O)C1CC(=O)NC1CCCCCC1 (stereo not drawn)
(40) Cc1cc(N2CCC(C(=O)N(CC(C)C)CC(C)C)CC2)n2nc(C)c(-c3ccc(Cl)cc3)c2n1
(41) CC(Nc1nc(-c2ccccc2)nc2ccccc12)c1ccccc1 (stereo not drawn)
Compound	33	34	35	36	37	38	39	40	41
RXFP1 antagonist	-17	-9	9	-8	-7	5	4	·	·
BLM helicase inh	-14%	-3%	-7%	-1%	-4%	-5%	0%	-4%	-11%
Pol eta inh	?	-16%	-1%	-24%	-8%	-15%	-7%	-18%	-26%
POLI inh	-13%	74%[activator]	1%	65%[activator]	0%	-13%	18%	44%[activator]	17%
Pol kappa inh	-10%	-6%	-23%	4%	-15%	-6%	-15%	0%	-10%
Pol beta inh	?	17%	24%	21%	-3%	1%	-4%	26%	-2%
Anesthetic bind	-15%	-4%	-1%	2%	?	170%[activator]	-10%	2%	-19%
APEX1 inh	·	-5%	-2%	-6%	0%	1%	-11%	·	-8%
PGK inhibitor	-4%	-5%	-4%	-10%	9%	1%	4%	i	-3%

# Assay outcomes: PubChem, National Center for Advancing Translational Sciences (NCATS)
